Assay outcomes deposited in PubChem BioAssay by Sanford-Burnham Center for Chemical Genomics.
APJ antagonist: antagonists of human apelin receptor APJ, primary screen, CHO-K1 cells, beta-arrestin complementation, luminescence | P35414 | inhibition, % at 20 µM | 330,000 compounds, 0.32% hits | AID 2521, 2010;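 active means inhibition above about 40% at 20 µM, limit read from the data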;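 further: cells challenged with 10 nM apelin-13 agonist together with compound; plate controls were apelin-13 plus DMSO wells for no effect and DMSO wells lacking apelin-13 for full effect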
APJ ag: agonists of human apelin receptor APJ, primary screen, CHO-K1 cells, PathHunter beta-arrestin, luminescence; 330,000 compounds, 0.11% hits; activation, % at 20 µM; P35414; 0% DMSO wells, 100% apelin;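 active means activation more than six SD over the plate average, tested at 20 µM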;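 further: 0% = DMSO alone and 100% = apelin-13 at 10 nM; some results filed as inactive read as strong as hits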
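Test system: CHO-K1 APJ beta-arrestin complementation cell line. Amount: cell density 1000 per well. Controls: DMSO negative, 10 nM Apelin-13 positive. Signal: luminescent beta-gal fragment complementation, chemiluminescent substrate. Read-out basis: agonist-driven arrestin binding to APJ. Timing: compound stimulation 90 min at 25 °C, detection 60 min.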
Mdm2 MdmX PPI: inhibitors of human Mdm2-MdmX association, primary screen, cell-based, luminescence, split luciferase, SaOS-2, uHTS; Protein Mdm4 (Homo sapiens) + E3 ubiquitin-protein ligase Mdm2 (Homo sapiens), …; SaOS-2 split-luciferase Mdm2/MdmX complementation; inhibition, % at 8 µM; 330,000 compounds, 3% hits;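 active means inhibition of at least 50% at 8 µM in the primary screen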
EBI2 antag: EBI2 receptor antagonists, beta-arrestin recruitment, primary screen, cell-based, luminescence, 7a,25-OHC stimulation, uHTS; 360,000 compounds, 0.81% hits; 7a,25-OHC stimulated; AID 651636, 2012; inhibition, % at 5 µM; in the data active means inhibition above about 38%;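 further: enzyme fragment complementation signal reports receptor beta-arrestin coupling in cells; 0% = agonist plus DMSO wells and 100% = wells without agonist; some results beyond the cut were filed as inactive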
Target sequence (P32249 whole entry, looked up, the tested form may be a part): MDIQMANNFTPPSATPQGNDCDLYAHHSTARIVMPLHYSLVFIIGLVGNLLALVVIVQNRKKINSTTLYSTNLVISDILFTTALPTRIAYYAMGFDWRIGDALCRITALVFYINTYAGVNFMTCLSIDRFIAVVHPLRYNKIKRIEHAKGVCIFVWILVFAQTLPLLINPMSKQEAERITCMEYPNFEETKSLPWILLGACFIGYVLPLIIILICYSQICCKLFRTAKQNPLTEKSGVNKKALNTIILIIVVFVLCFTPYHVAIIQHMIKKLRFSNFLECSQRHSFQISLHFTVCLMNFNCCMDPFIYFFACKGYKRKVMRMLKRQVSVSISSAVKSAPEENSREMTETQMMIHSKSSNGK
tim23-1 inh: growth inhibitors of tim23-1 mutant yeast, primary screen, luminescence, uHTS | S. cerevisiae tim23-1 growth, BacTiter-Glo luminescence, 24 h | inhibition, % at 20 µM | AID 463212, 2010 | 330,000 compounds, 1.3% hits;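 active means growth inhibition of the mutant yeast at or above 50%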;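 further: temperature-sensitive mutant grown at 25 °C; plate controls were DMSO-treated mutant yeast for no effect and medium wells lacking yeast for full effect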
CCR6 antagonist: CCR6 receptor antagonists, primary screen, cell-based, CHO-K1, luminescence, beta-arrestin, uHTS; inhibition, % at 20 µM; 340,000 compounds, 0.49% hits; C-C chemokine receptor type 6 (Homo sapiens), P51684; CHO-K1 CCR6 PathHunter beta-arrestin, CCL20-stimulated;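 active means compounds whose inhibition of the agonist-driven luminescence signal at 20 µM reaches about 50%, limit read from the data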;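 further: cells stimulated with CCL20 at 14 nM final; plate controls were DMSO with CCL20 for no effect and DMSO without agonist for full effect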
Target sequence (P51684 whole entry, looked up): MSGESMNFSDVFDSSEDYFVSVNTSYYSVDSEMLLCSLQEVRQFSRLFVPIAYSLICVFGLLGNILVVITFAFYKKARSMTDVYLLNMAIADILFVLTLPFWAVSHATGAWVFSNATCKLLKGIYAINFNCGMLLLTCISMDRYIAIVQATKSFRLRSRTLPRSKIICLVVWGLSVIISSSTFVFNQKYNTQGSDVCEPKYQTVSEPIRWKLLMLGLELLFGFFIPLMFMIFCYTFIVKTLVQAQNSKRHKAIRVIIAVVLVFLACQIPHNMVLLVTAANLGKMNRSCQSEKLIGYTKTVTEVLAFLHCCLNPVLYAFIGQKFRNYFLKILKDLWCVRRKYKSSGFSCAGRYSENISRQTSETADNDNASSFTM
UPR CHOP act: activators of apoptotic CHOP UPR arm, primary screen, cell-based, CHO-CHOP luciferase reporter, luminescence, uHTS | UPR activation; percent of tunicamycin response over DMSO baseline | activation, % at 10 µM | 330,000 compounds, 0.34% hits;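 active means at 10 µM dose, activation of 40% or more, normalized to positive control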;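 further: 100% = tunicamycin at 10 µg/mL and 0% = DMSO alone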
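measured by = luciferase luminescence | assay system = CHO-CHOP cells, stable luciferase reporter of PERK-eIF2a-CHOP signalling | amount = 500 reporter cells seeded per well | timing = 6 h compound exposure at 37 °C after overnight seeding | controls = positive tunicamycin 10 µg/mL, negative DMSO alone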
CXCR6 inh: CXCR6 receptor inhibitors, primary screen, cell-based, beta-arrestin, luminescence, CHO-K1 PathHunter, 1536-well. C-X-C chemokine receptor type 6 (Homo sapiens), O00574. inhibition, % at 20 µM. 360,000 compounds, 0.36% hits; in the data active means inhibition above about 34%, passing the limit was not always enough;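 further: antagonist mode with CXCL16 agonist at 10 nM final; 0% = 10 nM CXCL16 with DMSO and 100% = unstimulated wells without agonist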
Target sequence (O00574 whole entry, looked up): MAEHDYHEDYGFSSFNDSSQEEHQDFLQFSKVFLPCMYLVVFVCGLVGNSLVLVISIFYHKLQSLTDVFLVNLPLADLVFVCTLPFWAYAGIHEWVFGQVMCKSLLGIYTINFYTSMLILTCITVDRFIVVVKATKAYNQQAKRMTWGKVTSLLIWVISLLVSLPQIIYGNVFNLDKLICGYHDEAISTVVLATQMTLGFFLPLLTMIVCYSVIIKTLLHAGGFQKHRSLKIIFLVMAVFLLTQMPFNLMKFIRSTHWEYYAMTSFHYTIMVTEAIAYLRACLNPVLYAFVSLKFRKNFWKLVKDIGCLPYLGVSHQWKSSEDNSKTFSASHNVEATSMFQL
UPR XBP1 act: activators of adaptive XBP1 UPR arm, primary screen, cell-based, CHO-XBP1 luciferase reporter, luminescence, uHTS | IRE1-XBP1 UPR activation; percent of tunicamycin response, DMSO as zero | activation, % at 20 µM | 330,000 compounds, 0.33% hits;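 active means versus positive control, 20 µM dose yields 30% or more activation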;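 further: 100% = tunicamycin at 10 µg/mL and 0% = DMSO only wells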
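incubation = overnight seeding at 37 °C, 6 h compound treatment at 37 °C | assay system = CHO-XBP1 cells stably carrying IRE1-XBP1-driven luciferase reporter | input = 1000 cells per well | detection = luciferase luminescence | dosing = single point, 20 µM final compound, 1% DMSO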
* hit, by the source's call; nt = not tested or not shown. This is a subset. The share of hits here may be higher or lower than overall.

SMILES	APJ antagonist	APJ ag	Mdm2 MdmX PPI	EBI2 antag	tim23-1 inh	CCR6 antagonist	UPR CHOP act	CXCR6 inh	UPR XBP1 act
CC(C(=O)N1CCOCC1)(c1ccccc1)c1ccccc1	5	-6	17	-3	8	-5	-0.4	5	-1
COC(=O)[C@H]1C[C@@H]1[C@H](NC(=O)c1cc(C)on1)c1ccccc1	1	-3	-31	1	19	12	-1.2	-2	2
CC(C)CCNC(=O)c1ccc(-c2ccccc2)cc1	0	-4	-93	nt	22	nt	7.5	nt	-1
CCCCNC(=O)/C(C#N)=C/c1ccc(C(=O)OC)cc1	-15	-1	9	-7	7	-6	-0.6	-3	-2
CC(=O)c1cc(C#N)c(Oc2cccc(C(F)(F)F)c2)nc1C	8	-2	13	6	-8	15	-0.5	0	0
N#CCCn1cc(C(=O)O)c(-c2cccs2)n1	-19	-3	3	-12	16	1	-2.2	0	-1
O=c1c(-c2ccccc2)cnc2n1CCS2	3	1	-25	2	9	9	0.3	-5	0
CC(SCc1ccccc1)C(=O)Nc1ccc(F)cc1 (configuration not stated)	6	2	-9	2	15	-7	0.7	0	1
COC(=O)[C@@]12CCCN1[C@H](c1ccc(-c3ccc4c(c3)OCO4)c(OC)c1)[C@H]1C(=O)N(C)C(=O)[C@H]12	1	5	-6	-8	-7	-4	-0.6	8	4
CC(C)(C)c1nnc(NS(C)(=O)=O)s1	12	0	9	3	-11	5	-0.5	0	-3
Cn1cccc1/C=N/n1c(-c2ccccc2)n[nH]c1=S	2	-4	0	-4	26	22	-2.6	2	-6
Cc1cc(C)n(-c2cc(N3CCN(S(=O)(=O)c4ccc(C)c(C)c4)CC3)ccc2[N+](=O)[O-])n1	5	-4	2	2	-15	8	-1.3	6	-3
O=P(Cc1cc(Br)cc(Br)c1OCCO)(c1ccccc1)c1ccccc1	17	-1	15	18	19	7	-1.3	5	-3
Cc1nn(C(C)C(=O)NCCCN2CCCC2)c(=O)c2nn(-c3ccccc3)c(C)c12 (configuration not stated)	8	-3	22	-2	0	15	-0.6	3	-4
COc1ccc(/C=C/C(=O)c2ccc3c4c(cccc24)CC3)cc1OC	14	0	-17	2	25	21	4.3	5	0
COc1ccc(S(=O)(=O)NCc2ccco2)c2ccccc12	1	-5	7	-1	21	13	-0.9	-3	-1
COc1cc(C2/C(=C(/O)c3ccc(OCC(C)C)cc3)C(=O)C(=O)N2CCN(C)C)ccc1O (configuration not stated)	10	2	0	-13	3	5	-1.3	3	-4
Cc1ccc(CNC(=O)COC(=O)c2cncc(Br)c2)cc1	15	-3	8	-3	12	-11	-2.2	0	0
Oc1[nH]c2ccccc2c1C=Nc1ccccc1	8	-3	-76	-3	2	9	4.3	-2	-1
Cc1cc(OCC(=O)N2CCCC2)cc(C)c1Cl	-8	-2	-10	10	-5	6	8.2	-1	2
COc1ccc(-n2nnc3c(=O)n(CC(=O)NCC4CCCO4)cnc32)cc1 (configuration not stated)	-5	-1	-2	7	18	2	-1.7	-11	-1
C/C(CC(=O)Nc1ccccn1)=N\NC(=O)c1ccc([N+](=O)[O-])cc1Cl	-34	2	18	0	15	-5	4.1	30	0
CCCCOc1ccc(Cl)cc1CSc1n[nH]c(C)n1	29	-7	19	8	27	-6	-1.2	-1	-2
COCCNC(=O)c1ccc2c(=O)n(Cc3ccco3)c(SCC(=O)Nc3ccc(OC)cc3OC)nc2c1	22	-1	12	10	-12	-1	0.1	8	0
COc1ccc(C(=O)N2CCN(C(=O)c3ccco3)CC2)cc1	4	0	21	-10	15	6	0.5	-6	-2

Additional entries:
SMILES	APJ antagonist	APJ ag	Mdm2 MdmX PPI	EBI2 antag	tim23-1 inh	CCR6 antagonist	UPR CHOP act	CXCR6 inh	UPR XBP1 act
Cn1c(CC(=O)c2ccc(Br)cc2)[n+](C)c2ccccc21	-11	-3	10	-1	-6	-10	-0.8	10	-3
CCn1c(COc2ccc(Cl)c(C)c2)nnc1SCC(=O)N1CCCC1	7	0	-10	-11	11	-6	1.2	-2	0
COc1ccc(/C=N/NC(=O)C[n+]2ccccc2)c(OC)c1	12	-3	-12	-7	-16	11	-0.6	7	2
CCCOc1ccc(C(=O)Nc2cc(S(=O)(=O)N3CCOCC3)ccc2N2CCOCC2)cc1	11	2	36	1	12	0	-0.3	-2	-2
COc1cc([N+](=O)[O-])ccc1NC(=S)Nc1cccc(C(=O)O)c1	-6	1	15	-3	3	12	3.9	1	-1
Cc1nnsc1C(=O)NC1CCCc2c1cnn2-c1cc(F)cc(F)c1 (configuration not stated)	4	-4	13	8	0	7	0.8	-2	-2
COc1ccc(N(CCC#N)C(=O)/C(C#N)=C\c2cccs2)cc1	-19	-1	-3	-10	30	5	-1.3	1	0
CC(=O)N1C(c2ccccc2O)C[C@]2(C)CC(=O)NC12 (some centres not stated)	5	-2	3	-9	1	8	1.8	0	-4
Cc1ccc(S(=O)(=O)N2CCC(=O)N(CCOCc3cccc(C)c3)CC2)cc1	-4	4	4	1	21	2	-0.5	-4	-1
CCCn1c(SCC(=O)NCc2ccco2)nc2c1c(=O)n(C)c(=O)n2C	-6	-1	0	-13	12	3	-0.2	-2	0
COc1cccc2c(Nc3ccccc3C)cc(C)nc12	11	-3	10	5	4	8	1.5	2	-5
COC(=O)COc1nc(C)c2c(c1C#N)CC(C)(C)OC2	-4	-1	17	-7	8	-8	-3.0	-8	0
Cc1cc2c(OCC(O)CNCc3ccco3)cccc2[nH]1 (configuration not stated)	6	-1	-23	-11	-2	14	3.5	-2	2
Cc1cc(N2CCN(S(=O)(=O)c3ccccc3)CC2)c2ccccc2n1	6	1	26	6	29	20	0.4	-2	-5
COc1ccc(OC)c(NC(=O)Cn2cnc3c(cnn3-c3ccccc3)c2=O)c1	9	-1	18	3	4	6	0.7	1	-3
COc1ccc(Cl)cc1S(=O)(=O)N1CCCC(C(=O)N2CCOCC2)C1 (configuration not stated)	9	0	-13	-8	2	-9	2.8	2	-3
C=CCn1c(SCc2csc(C)n2)nc2sc3c(c2c1=O)CCC(C)C3 (configuration not stated)	-5	-4	19	9	17	15	-0.8	9	-1
Fc1cccc(Cl)c1CNCc1ccccc1Cl	12	-1	12	-4	-5	3	1.3	-4	0
CCNC(=O)COc1ccc(CC)cc1	-21	-1	-2	-1	16	12	2.9	-1	-4
COc1ccc(C(=O)NCc2cccnc2)cc1S(=O)(=O)N1CCCc2ccccc21	14	0	37	-11	8	10	0.8	4	-3
CC(C)OC(=O)CSc1nnnn1-c1ccc2c(c1)OCCO2	11	-3	3	-9	30	8	3.9	-2	1
CCOC(=O)c1ccc(NC(=O)C2CCCN(c3cnccn3)C2)cc1 (configuration not stated)	-8	14	-1	-6	-49	-5	4.3	4	-2
O=c1c2cc(N3CCOCC3)ccc2[nH]c(=S)n1Cc1ccccn1	20	-4	15	3	4	17	0.0	5	3
Cc1ccc(NC(=O)CCC(=O)N/N=C/C=C/c2ccccc2)cc1	21	-3	-10	-3	-4	19	1.3	-7	-1
Cc1nn(C)c(C)c1S(=O)(=O)N(CC(=O)N1CCc2ccccc2C1)c1ccc(C(C)C)cc1	4	4	34	9	20	0	-3.8	-1	-3

Next part:
SMILES	APJ antagonist	APJ ag	Mdm2 MdmX PPI	EBI2 antag	tim23-1 inh	CCR6 antagonist	UPR CHOP act	CXCR6 inh	UPR XBP1 act
CCOc1ccc(CCNC(=O)c2nnn(CC(=O)Nc3ccc(C)cc3)c2N)cc1OCC	20	-1	-3	-23	3	5	-1.6	-5	-7
O=C(O)c1ccc(/C=N/Nc2ccc(Cl)nn2)cc1	-14	-2	10	-2	3	0	0.0	-2	3
CCOC(=O)C1CCCN(C(=O)CCc2ccccc2)C1 (configuration not stated)	-6	-3	-6	0	10	3	-0.5	2	-2
O=C(COC(=O)c1cncc(Br)c1)NCc1ccc(Cl)cc1	-2	-1	11	-6	-22	6	0.4	6	0
S=C(Nc1ccc(Br)cc1Cl)N1CCCC1	-18	-3	-25	-2	12	8	4.8	1	1
O=C(NCC1COCCO1)c1cc(COc2c(F)cccc2F)on1 (configuration not stated)	-1	2	10	9	5	8	2.4	8	-3
COc1cccc(N(Cc2nnc3n2CCCCC3)C(=O)Nc2ccccc2)c1	-7	-4	10	-10	-6	-8	1.0	-3	-2
CCOC(=O)[C@@H]1[C@H]2COc3cc(OC)ccc3[C@H]2N2C(=O)N(c3ccc(F)cc3)C(=O)[C@@]12C	-8	-3	9	-2	-1	-2	-0.7	2	1
O=S1(=O)CCC(N=Cc2ccc(-c3ccc(Cl)cc3)o2)C1 (configuration not stated)	-4	3	-5	-6	27	-12	1.9	-3	-1
c1ccc(COC2CCCN(Cc3nc(Cc4ccccc4)no3)C2)cc1 (configuration not stated)	1	-3	-10	-1	23	15	-0.7	-3	-3
O=C(OCc1cc([N+](=O)[O-])cc2c1OCOC2)c1ccc2ccccc2n1	15	-1	-11	6	-28	14	-0.6	8	11
Cc1cccc(C)c1OCc1nnc(SCC(=O)Nc2nccs2)o1	-53	-3	25	-8	1	19	-3.4	3	1
COc1cccc(Cn2c(OCC3CCCO3)nc3c2c(=O)n(C)c(=O)n3C)c1 (configuration not stated)	8	3	-9	1	5	20	3.3	-10	2
COc1cccc(Nc2nnc(SCC(=O)N3CC(=O)Nc4ccccc43)s2)c1	11	-2	2	-2	11	10	1.2	-16	-1
COc1c2c(cc3oc(C)cc(=O)c13)OC(C(C)(C)OC1OC(CO)C(O)C(O)C1O)C2 (configuration not stated)	-63	-5	28	2	-10	-12	-0.4	9	-1
O=[N+]([O-])c1ccccc1S(=O)(=O)N1CCN(CC2CC=CCC2)CC1 (configuration not stated)	18	-4	-10	10	11	13	0.2	2	-3

Nothing new here: entries from further up.
SMILES	APJ antagonist	APJ ag	Mdm2 MdmX PPI	EBI2 antag	tim23-1 inh	CCR6 antagonist	UPR CHOP act	CXCR6 inh	UPR XBP1 act
CCOc1ccc(CCNC(=O)c2nnn(CC(=O)Nc3ccc(C)cc3)c2N)cc1OCC	20	-1	-3	-23	3	5	-1.6	-5	-7
O=C(O)c1ccc(/C=N/Nc2ccc(Cl)nn2)cc1	-14	-2	10	-2	3	0	0.0	-2	3
CCOC(=O)C1CCCN(C(=O)CCc2ccccc2)C1 (configuration not stated)	-6	-3	-6	0	10	3	-0.5	2	-2

Taken from above.
Under CCR6 antagonist, `CCCn1c(SCC(=O)NCc2ccco2)nc2c1c(=O)n(C)c(=O)n2C` has 3
Under UPR XBP1 act, `N#CCCn1cc(C(=O)O)c(-c2cccs2)n1` has -1
Under Mdm2 MdmX PPI, `CCOc1ccc(CCNC(=O)c2nnn(CC(=O)Nc3ccc(C)cc3)c2N)cc1OCC` has -3
